PI4K2A block: PI4K2A (human) kinase inhibition | activity change, negative = inhibition, % at 76.9 µM | purified PI4K2A, ADP-Glo luminescence, 1 h; active compounds read low | hit rate 0.13% among 420,000 | AID 1346378 | Q9BTU6; in the data active = activity change below about -50%; inconclusive = mostly about -30% to -49%;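 note: -100% = wells without enzyme as full effect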
Target sequence (Q9BTU6 whole entry, looked up): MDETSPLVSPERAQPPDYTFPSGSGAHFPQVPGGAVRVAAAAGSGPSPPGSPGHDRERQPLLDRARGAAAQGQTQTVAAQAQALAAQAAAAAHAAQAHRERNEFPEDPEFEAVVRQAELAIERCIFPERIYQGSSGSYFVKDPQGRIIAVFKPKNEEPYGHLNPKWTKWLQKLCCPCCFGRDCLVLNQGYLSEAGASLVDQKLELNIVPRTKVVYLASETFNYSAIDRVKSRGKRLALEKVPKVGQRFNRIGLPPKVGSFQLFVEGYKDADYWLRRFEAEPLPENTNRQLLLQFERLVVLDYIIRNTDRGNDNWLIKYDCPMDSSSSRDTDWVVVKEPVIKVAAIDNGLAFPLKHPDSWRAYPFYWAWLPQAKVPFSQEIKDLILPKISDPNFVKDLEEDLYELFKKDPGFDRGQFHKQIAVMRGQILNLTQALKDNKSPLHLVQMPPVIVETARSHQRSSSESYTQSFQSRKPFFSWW
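Compounds are screened against recombinant PI4K2A using PI as substrate and ATP, the latter dispensed at 300 microM. Reactions run one hour at ambient temperature before ADP-Glo detection; full inhibition defined by wells lacking enzyme.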
BAZ2B block: inhibitors of human BAZ2B bromodomain. Q9UIF8. hit rate 4.4% among 360,000. AID 504333. Potency, µM (titrated, usually from 114 µM), inactives show at the top dose activity change, negative = inhibition, usual class: inhibitors. AlphaScreen BAZ2B-H3K14Ac peptide displacement; note: potency is the fitted concentration of half-maximal effect; % is set by controls: 0 for no effect and ±100 for the full control effect; nearly all actives have a fitted effect of over 60% in size
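Complex of BAZ2B and biotin-H3K14Ac (50 nM apiece) forms over 30 min at RT, then faces library compounds up to 110 uM for another 30 min; AlphaScreen beads added, 20 min dark incubation, luminescence read.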
HP1b binding inh: HP1-beta chromodomain-methylated histone interaction inhibition | Potency, µM (doses to about 114 µM), for inactives: top-dose activity change, negative = inhibition, usual class: inhibitors | P83916 | AlphaScreen HP1-beta / biotin-H3K9me3 peptide binding | hit rate 0.56% among 390,000; note: potency is the fitted concentration of half-maximal effect; nearly all actives have a fitted effect of over 70% in size; inactives centre near 23
Target sequence (P83916 whole entry, looked up): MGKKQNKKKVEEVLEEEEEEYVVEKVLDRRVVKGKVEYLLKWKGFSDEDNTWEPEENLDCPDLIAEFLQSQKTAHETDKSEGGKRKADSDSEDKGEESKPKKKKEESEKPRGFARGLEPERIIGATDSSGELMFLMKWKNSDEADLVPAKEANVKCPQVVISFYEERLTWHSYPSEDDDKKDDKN
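AlphaScreen: HP1-beta (50 nM) preformed 30 min with biotin-H3(1-18)K9me3 peptide (50 nM) in PBS pH 7.4, 0.01% Tween-20. Compound added for 30 min at RT, then streptavidin donor/nickel chelate acceptor beads (10 ug/mL) for 30 min.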
Pin1 inhibitor: human Pin1 inhibition; hit rate 0.009% among 390,000; Potency, µM (doses to about 115 µM), for the others: at the top dose activity, negative = inhibition, most hits filed as inhibitors; Pin1 FP peptide displacement, HiFluor488, 10 min; Q13526; active = well fitted inhibition curve with a large enough effect in the polarisation, with a control signal flat, not every such curve was filed as active; inconclusive = small, poorly fitted or top-dose-only effect, or effect the other way, or a change in a side signal; inactive = no such curve, though single readings can be large or run the other way; the % refers to the polarisation; note: potency is the fitted concentration of half-maximal effect; % is set by controls: 0 for no effect and ±100 for the full control effect
Pol eta inh: inhibitors of human DNA polymerase eta. recombinant Pol eta, fluorescent DNA replication assay. hit rate 1.2% among 390,000. Potency, µM (series often up to 114 µM), for the others: at the top dose activity change, negative = inhibition, most hits filed as inhibitors; note: potency is the fitted concentration of half-maximal effect; % is set by controls: 0 for no effect and ±100 for the full control effect
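Fluorescent replication assay: 50 nM final substrate added after a 15 min room-temperature compound preincubation with 10 nM enzyme. Signal taken at 0 min and again at 10 min.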
JMJD2A Tudor: inhibitors of human JMJD2A Tudor domain; AID 504339; hit rate 4.4% among 390,000; Potency, µM (titrated, usually from 114 µM), without a hit: at the top dose activity change, negative = inhibition, actives largely listed as inhibitors; AlphaScreen JMJD2A-Tudor / H3K4me3 peptide binding; note: potency is the fitted concentration of half-maximal effect; % is set by controls: 0 for no effect and ±100 for the full control effect; nearly all actives have a fitted effect of over 50% in size
G9a block: G9a (human) methyltransferase inhibition; Q96KQ7; G9a H3K9 monomethylation, AlphaScreen, 2 h; Potency, µM (top dose mostly 102 µM), inactives show at the top dose activity, negative = inhibition, hits mostly inhibitors; hit rate 8.8% among 350,000; AID 504332; note: potency is the fitted concentration of half-maximal effect; % is set by controls: 0 for no effect and ±100 for the full control effect; nearly all actives have a fitted effect of over 75% in size
Target sequence (Q96KQ7 913-1193 limits assumed): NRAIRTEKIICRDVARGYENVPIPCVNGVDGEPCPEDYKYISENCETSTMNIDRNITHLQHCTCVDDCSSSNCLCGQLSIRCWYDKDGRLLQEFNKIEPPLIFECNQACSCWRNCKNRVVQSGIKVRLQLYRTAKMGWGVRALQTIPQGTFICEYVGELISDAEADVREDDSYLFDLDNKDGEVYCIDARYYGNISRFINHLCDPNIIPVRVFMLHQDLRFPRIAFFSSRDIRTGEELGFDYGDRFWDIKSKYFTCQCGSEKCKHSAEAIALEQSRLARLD
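Using a bead-based AlphaScreen, monomethylated H3K9 product from 2 h room-temperature reactions (G9a 20 nM, peptide 500 nM, SAM 20 uM) was detected with 0.5 ug/mL rabbit anti-H3K9me1 antibody.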
Tb PGK inh: T. brucei PGK inhibition; P07378; PGK/GAPDH coupled, Kinase-Glo luminescence, 60 min; Potency, µM (highest dose often 57.5 µM), for the others: at the top dose activity change, negative = inhibition, usual class: inhibitors; hit rate 0.043% among 380,000; note: potency is the fitted concentration of half-maximal effect; % is set by controls: 0 for no effect and ±100 for the full control effect; nearly all actives have a fitted effect of over 60% in size
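Luminescent ATP detection (Kinase-Glo Plus) follows a 60-minute room-temperature incubation, with wells lacking PGK as controls. Buffer: 100 mM TEA (pH 7.6), 5 mM MgCl2, 0.01% Tween-20. Coupling enzyme GAPDH (100 nM final) supplies unstable 1,3-BPG in-well.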
GLS inhibitor: blocks human kidney-isoform glutaminase activity. Potency, µM (highest dose often 45.5 µM), without a hit: at the highest dose activity change, negative = inhibition, most hits filed as inhibitors. O94925. GLS enzymatic activity, qHTS titration. AID 624170. hit rate 0.21% among 410,000; note: potency is the fitted concentration of half-maximal effect; % is set by controls: 0 for no effect and ±100 for the full control effect
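hKGA in 45 mM KH2PO4 pH 8.2, 0.02% Tween-20 with pin-transferred compounds; 1 mM L-glutamine (stock) plus glutamate oxidase/HRP/Amplex Red coupling added. Fluorescence read initially and after 30 min at RT.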
Numbers without * were called inactive; i = inactive; ? = inconclusive; / = not tested or not shown; [ ] = remark or other dose. Unless noted, calls come from the whole dose curve; as a rule, active = well fitted curve in the direction sought with a large enough effect; inconclusive = small, poorly fitted or top-dose-only effect, or another doubt; inactive = no such curve, though single readings can be large; an effect the other way counts as inactive or inconclusive. Some of the compounds tested; rates above refer to the full screens.

SMILES | PI4K2A block | BAZ2B block | HP1b binding inh | Pin1 inhibitor | Pol eta inh | JMJD2A Tudor | G9a block | Tb PGK inh | GLS inhibitor
COc1ccccc1CN(C)C(=O)C1(c2ccc(Cl)cc2)CC1 | 2 | 4% | 50%[activator] | 2% | -30% | 19% | 46%[59 µM] | -9% | -7%
COc1ccc(C(=O)NCC(=O)OCC(=O)NC(=O)NC2CCCCC2)cc1OC | 3 | 0% | 25% | -13% | 5% | 6% | -37% | 6% | 18%
COc1ccc(S(=O)(=O)NCC2CCCN(C(=O)c3ccco3)C2)cc1 (centres undefined) | -4 | -18% | 22% | 0% | -11% | -8% | -22% | -1% | -2%
CCNC(=O)c1ccc(N(C)S(=O)(=O)c2cccs2)cc1 | -1 | 0% | 22% | -1% | -9% | -15% | -33% | -10% | 2%
Cc1ccccc1S(=O)(=O)Cc1ccc(C(=O)NC2CCCCC2C)o1 (centres undefined) | -16 | -15% | 10% | -2% | -20% | -29% | 18% | i | 4%
Cc1ccc(C)c(S(=O)(=O)N2CCN(C(=O)C3CCN(c4ncnc5sc(C)c(C)c45)CC3)CC2)c1 | 0 | 14% | 12% | 20% | -7% | -16% | ? | -1% | -9%
COc1ccc(C(=O)Nc2cccc(/C=C(\CCC(=O)O)c3nc4ccccc4s3)c2)cc1 | -8 | 79µM* | 32µM* | / | 56µM* | -29%[11.4 µM] | -3%[12.7 µM] | -21% | 8%
FC(F)(F)c1cc(Oc2ccc(Cl)cc2)nc(-c2ccccn2)n1 | 0 | -1% | 27% | -12% | -7% | -1% | 10% | -9% | -13%
O=S(=O)(NCc1cccnc1)c1ccc(Br)c2ccccc12 | 2 | -2% | 17%[57 µM] | -5% | -13% | -10% | 13% | i | 8%
Cc1nnc(NC(=O)c2ccncc2)s1 | 7 | -1% | 19% | -6% | -19% | 11% | 5%[59 µM] | -4% | 6%
COc1ccc2c(C)c(CCC(=O)NCCc3ccccc3OC)c(=O)oc2c1 | 2 | -2% | 11% | 1% | 1% | -24% | 4%[59 µM] | i | -5%
Cc1nn(-c2ccccc2)c2c1cc1c(=O)[nH]c(=O)nc-1n2-c1cccc(C(F)(F)F)c1 | 3 | / | 36% | 10% | -14% | -8% | -32%[59 µM] | 5% | 5%
Cc1ccc(NC(=O)CCC(=O)NNC(=O)c2cccs2)cc1C | -1 | 1% | 26% | -7% | -15% | -7% | -1%[59 µM] | 2% | 11%
CC1CCC2(CC1)NC(=O)N(CC(=O)Nc1cc(S(=O)(=O)N3CCCC3)ccc1Cl)C2=O (centres undefined) | 3 | / | 9%[57 µM] | -2% | 4% | -8% | / | 1% | -10%
COc1nc(-c2ccc3c(c2)OCO3)n(-c2ccc(NC(=O)CSc3ccccc3)cc2)n1 | -6 | / | -6% | 26% | -6% | -32% | / | 4% | 0%
Fc1ccc(CN2CCN(C(=S)NCCc3ccccc3)CC2)c(Cl)c1 | 5 | -24% | 49%[activator] | 1% | -22% | -4%[57.1 µM] | -33% | 1% | -3%
Cc1cnc(CN(C)C(=O)CC2C(=O)NCCN2Cc2cccc(F)c2F)[nH]1 (centres undefined) | 0 | -13% | 29% | 1% | -15% | -16% | -6% | -4% | 3%
CC(C)c1ccc(-c2nnn(CCC#N)n2)cc1 | 1 | -2% | 51%[activator] | -7% | -20% | -1% | / | -1% | 9%
COc1cccc(/C=N/NC(=O)c2c(C)nc3ccc(Cl)cn23)c1O | 8 | 8.9µM* | 23% | 16% | 2% | 56µM* | -10% | 2% | 4%
Cc1ccc(NC(=O)C2OCCc3ccccc32)cc1C (centres undefined) | 0 | 15% | 36%[activator] | 1% | -11% | -11% | 51% | i | -15%

Only PI4K2A block, G9a block and Tb PGK inh, for some of the entries so far:
smiles | PI4K2A block | G9a block | Tb PGK inh
CC1CCC2(CC1)NC(=O)N(CC(=O)Nc1cc(S(=O)(=O)N3CCCC3)ccc1Cl)C2=O (centres undefined) | 3 | / | 1%
COc1nc(-c2ccc3c(c2)OCO3)n(-c2ccc(NC(=O)CSc3ccccc3)cc2)n1 | -6 | / | 4%

New compounds follow.
SMILES | PI4K2A block | BAZ2B block | HP1b binding inh | Pin1 inhibitor | Pol eta inh | JMJD2A Tudor | G9a block | Tb PGK inh | GLS inhibitor
Cc1ccc(CN2CCSc3ccc(C(=O)Nc4ccc(C)cc4)cc32)cc1 | 4 | -6% | 33% | 21% | -12% | -10% | -23%[59 µM] | 4% | -2%
CCOC(=O)C(Cc1ccc(NC(=O)/C(=C\c2ccccc2)NC(=O)c2ccccc2)cc1)N1C(=O)c2ccccc2C1=O (centres undefined) | -2 | -5% | 45%[activator] | 0% | -13% | 7%[57.1 µM] | 8%[59 µM] | i | -1%
CN(C)C(CNC(=O)C1CCCN1C(=O)c1cccs1)c1ccccc1 (centres undefined) | -7 | / | 5% | 0% | -11% | -8% | / | -5% | -15%
Cc1cc(C)c(C#N)c(SCc2ccccc2)n1 | -7 | 184%[activator] | 354%[activator] | -2% | -16% | 125%[activator] | ? | -2% | -6%
CCSc1ccccc1C(=O)NCc1ccco1 | -6 | 0% | 5% | -11% | 9% | -23% | 10µM* | i | 7%
COc1ccc(Nc2cc(C(=O)NCCCN(C)Cc3ccccc3)c3ccccc3n2)cc1 | -7 | ? | 7% | ? | -5% | ? | -47%[59 µM] | -6% | 0%
O=C(NCCS(=O)(=O)N1CCN(c2ccccc2)CC1)c1cccc(F)c1 | 2 | -14% | 2% | -3% | -2% | -13% | ? | 5% | 2%
COc1cc(C2Nc3cccc4cccc(c34)N2)ccc1O | -22 | ? | ? | -3% | ? | 50µM* | 8.9µM* | -11% | 11µM*
Cc1ccc(S(=O)(=O)NCC(=O)OCC(=O)c2ccc(S(=O)(=O)N3CCCCC3)cc2)cc1C | 2 | / | 14% | 33%[activator] | -7% | -23% | / | i | 3%
CN(C(=O)COC(=O)CNC(=O)CNC(=O)c1ccc(Cl)cc1Cl)c1ccccc1 | -3 | -18% | 47%[activator] | 2% | 11% | -5% | -27% | -4% | 7%
CCCC(=O)Nc1ccc2c(c1)nc(CN1CCCCC1)n2C | 4 | 2% | 31% | 1% | -12% | -22% | -6% | 4% | 1%
COC(=O)Nc1cccn(Cc2c(Cl)cccc2Cl)c1=O | -2 | -2% | -2% | 15% | 8% | 6% | -13%[59 µM] | i | -1%
CN(CC(=O)Nc1ccc(F)c(F)c1F)C(=O)CCCSc1nc2ccccc2[nH]1 | 0 | 11% | 21% | -6% | -5% | -1% | -3%[12.7 µM] | 5% | -2%
Cc1c(C(=O)N2CCC(C)CC2)c(S(=O)(=O)Nc2ccc(OC(F)(F)F)cc2)c(C)n1C | -2 | -31% | 18% | -1% | -3% | -11% | 10%[12.7 µM] | 0% | 5%
O=C(N/N=C/c1ccc([N+](=O)[O-])cc1)c1[nH]ncc1Br | -10 | -16% | 41%[activator] | 0% | 16% | 1% | 0% | -6% | -14%
OC1(c2ccc3c(c2)OCO3)CCN(Cc2ccccn2)CC1 | -2 | -8% | -9% | 1% | -10% | -29% | -4%[2.33 µM] | / | 2%
CCOC(=O)c1sc(=S)n(-c2ccc(C)cc2)c1SC | 2 | 10% | 8% | 16% | -16% | -23% | -11%[59 µM] | 5% | 20%
CC1CN=C(c2cccn2Cc2ccc(F)cc2Cl)O1 (centres undefined) | -2 | -27% | 34% | 5% | -11% | -1% | ? | -7% | -1%
COc1cccc2cc(C(=O)Nc3ccc(CC(=O)O)cc3)c(=O)oc12 | -4 | ? | 4% | ? | -19% | -34% | -5%[59 µM] | -3% | 6%
O=C(NCC1CCCO1)c1ccccc1S(=O)(=O)c1ccc([N+](=O)[O-])cc1 (centres undefined) | -19 | -5% | 20% | -4% | -19% | 1% | ? | -2% | -1%

Ordered by formula weight (smallest number first): some entries from above.
SMILES | PI4K2A block | BAZ2B block | HP1b binding inh | Pin1 inhibitor | Pol eta inh | JMJD2A Tudor | G9a block | Tb PGK inh | GLS inhibitor
Cc1ccc(CN2CCSc3ccc(C(=O)Nc4ccc(C)cc4)cc32)cc1 | 4 | -6% | 33% | 21% | -12% | -10% | -23%[59 µM] | 4% | -2%
O=C(NCC1CCCO1)c1ccccc1S(=O)(=O)c1ccc([N+](=O)[O-])cc1 (centres undefined) | -19 | -5% | 20% | -4% | -19% | 1% | ? | -2% | -1%
O=C(NCCS(=O)(=O)N1CCN(c2ccccc2)CC1)c1cccc(F)c1 | 2 | -14% | 2% | -3% | -2% | -13% | ? | 5% | 2%
COc1ccc(Nc2cc(C(=O)NCCCN(C)Cc3ccccc3)c3ccccc3n2)cc1 | -7 | ? | 7% | ? | -5% | ? | -47%[59 µM] | -6% | 0%
Cc1c(C(=O)N2CCC(C)CC2)c(S(=O)(=O)Nc2ccc(OC(F)(F)F)cc2)c(C)n1C | -2 | -31% | 18% | -1% | -3% | -11% | 10%[12.7 µM] | 0% | 5%

Continuation.
SMILES | PI4K2A block | BAZ2B block | HP1b binding inh | Pin1 inhibitor | Pol eta inh | JMJD2A Tudor | G9a block | Tb PGK inh | GLS inhibitor
CCCOc1ccc(C(=O)NCCc2ccccc2)cc1 | -7 | -7% | 30% | 3% | -9% | -2% | 4% | 0% | 0%
Cc1ccc(NC(=O)CNCc2cccs2)cc1Br | -8 | 40µM* | 50µM* | 16% | -20% | 1.3µM* | 18µM* | -4% | -6%
Nn1c(SCC(=O)Nc2cccc(Br)c2)nnc1C1CC1 | -2 | / | 58%[activator] | 6% | -12% | -10% | / | i | -8%
CCCCN(C(=O)c1ccccc1Br)C1CCS(=O)(=O)C1 (centres undefined) | -1 | -4% | 24% | 3% | -21% | 3% | 13%[0.501 µM] | -1% | -1%
COc1ccc(CCNc2ncnc3c2cnn3-c2cccc(Cl)c2)cc1 | -2 | 20% | 37% | -1% | -15% | -7% | 17%[59 µM] | i | -25%

Screens from PubChem.
